# SIRT5 inh = inhibitors of human sirtuin-5 desuccinylase; actives 1.1% (n = 330,000); AID 652115; Purified SirT5, succinyl-peptide AMC, trypsin-coupled fluorescence; inhibition, % at 15 µM; Q9NXA8; in the data active = inhibition above about 15%; inconclusive = no clear call, values can overlap the other calls
# F508del corr = CFTR F508del correction in bronchial cells; CFBE cells, YFP halide quenching; stimulated with forskolin plus potentiator P3; % fluorescence drop versus neutral controls; activity (quench increase), % at 7.58 µM; actives 0.36% (n = 350,000);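 active = mean added fluorescence quench of at least 8% versus neutral control, with both replicates also reaching 8%; inconclusive = only one of the mean or replicate conditions met; inactive = mean below 8% and not both replicates reaching 8%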;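 note: cells transiently co-express mutant CFTR-F508del with the halide-sensitive YFP; corrector assay measuring rescue of mutant channel to the surface after 24 h compound exposure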
# ERp5 inh = blocks human ERp5 reductase activity on insulin | ERp5 insulin aggregation, absorbance 650 nm, 90 min | inhibition, % at 9.99 µM | actives 0.05% (n = 350,000) | AID 651711;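 active = mean replicate inhibition above about 25%, with every replicate also reaching it, limit read from the data, passing the limit was not always enough; inconclusive = only one of those two criteria met; inactive = neither criterion met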
# ERAP1 inh = inhibitors of human ERAP1 aminopeptidase; actives 0.15% (n = 340,000); inhibition, % at 10.7 µM; recombinant ERAP1, Leu-AMC fluorescence, 60 min;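 active = mean replicate inhibition of at least 30%, or all replicates individually reaching that 30% level; inactive = mean below 30% and not every replicate reaching it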;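 note: 0% = neutral control wells and 100% = L-leucinethiol positive control wells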
# Target sequence (Q9NZ08 whole entry, looked up): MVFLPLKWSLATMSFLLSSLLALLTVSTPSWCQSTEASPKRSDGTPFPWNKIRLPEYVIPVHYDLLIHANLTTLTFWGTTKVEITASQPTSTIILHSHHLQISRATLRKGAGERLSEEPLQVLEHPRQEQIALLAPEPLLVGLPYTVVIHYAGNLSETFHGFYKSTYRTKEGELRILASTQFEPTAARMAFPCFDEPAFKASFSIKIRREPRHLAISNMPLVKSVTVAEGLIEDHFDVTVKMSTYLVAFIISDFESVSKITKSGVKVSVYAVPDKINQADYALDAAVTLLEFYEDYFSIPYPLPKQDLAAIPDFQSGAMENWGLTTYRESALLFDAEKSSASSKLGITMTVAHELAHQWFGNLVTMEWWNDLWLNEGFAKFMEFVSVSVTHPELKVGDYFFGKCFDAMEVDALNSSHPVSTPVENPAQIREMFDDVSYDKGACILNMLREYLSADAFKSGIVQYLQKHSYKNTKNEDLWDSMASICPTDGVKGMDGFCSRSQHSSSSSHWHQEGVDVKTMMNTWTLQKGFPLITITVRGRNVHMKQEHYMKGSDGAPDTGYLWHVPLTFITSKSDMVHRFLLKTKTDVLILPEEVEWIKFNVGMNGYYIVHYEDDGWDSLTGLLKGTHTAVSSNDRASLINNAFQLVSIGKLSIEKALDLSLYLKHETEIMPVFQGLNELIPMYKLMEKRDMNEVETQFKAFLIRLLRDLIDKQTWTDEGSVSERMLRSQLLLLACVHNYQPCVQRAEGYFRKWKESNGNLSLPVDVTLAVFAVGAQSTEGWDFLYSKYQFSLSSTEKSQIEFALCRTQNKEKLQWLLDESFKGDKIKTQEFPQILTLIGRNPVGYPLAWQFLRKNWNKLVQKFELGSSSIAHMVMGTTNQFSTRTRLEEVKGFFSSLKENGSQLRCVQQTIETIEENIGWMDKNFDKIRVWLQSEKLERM
# DENV2 CPE rescue = protects cells from dengue virus 2 cytopathic effect | DENV2-infected cells, cytopathic effect rescue, plate reader | CPE inhibition, % at 9.99 µM | actives 1.7% (n = 350,000); in the data active = CPE inhibition above about 20%, passing the limit was not always enough; inconclusive = no clear call, values can overlap the other calls; tested in BHK-21 cells;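 note: 0% = median of neutral control wells and 100% = median of positive control wells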
# Casp6 inh = inhibitors of human caspase-6; P55212; purified caspase-6, Z-VEID-R110 cleavage fluorescence; inhibition, % at 12.5 µM; actives 0.53% (n = 350,000);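 active = mean inhibition across replicates at least about 35%, with every replicate also reaching that limit, limit read from the data; inconclusive = only one of the two criteria met; inactive = neither criterion met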;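 note: 0% = median of neutral control wells and 100% = no fluorescence left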
# miR-122 sensor = inhibitors of miR-122 in Huh7 cells | Huh7 miR-122 Renilla luciferase sensor, 48 h; neutral wells = 0, positive control = 100 | activation (reporter increase), % at 12.5 µM | actives 0.3% (n = 340,000);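 active = mean replicate activation score at least 90 and every replicate individually at or above 90; inconclusive = only one of the two criteria met; inactive = neither criterion met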;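 note: higher luciferase means less miR-122 activity so hits act as miR-122 inhibitors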
# Numbers without * were called inactive; ? = inconclusive; . = not tested or not shown; & = joins results of further samples; [ ] = remark or other dose.
SMILES,SIRT5 inh,F508del corr,ERp5 inh,ERAP1 inh,DENV2 CPE rescue,Casp6 inh,miR-122 sensor
COc1ccc(OCCn2c(N)nc3ccccc32)cc1,10,4.2,2,0,0,-4,.
O=C1COc2ccc(C(=O)COC(=O)COc3ccccc3[N+](=O)[O-])cc2N1,2,-0.7,1,-1,1,-1,-4
COc1ccccc1S(=O)(=O)Nc1ccc2cn[nH]c2c1,0,.,?,2,-18,4,-3
CCCC(=O)Nc1ccccc1NC(=O)c1ccc2c(c1)OCO2,0,1.1,-7,0,7,-1,-5
O=C(c1cc2cccc([N+](=O)[O-])c2oc1=O)N1CCOCC1,3,-32,-2,-3,9,-7,.
C/C=C/c1ccc([C@H]2[C@@H](CO)N3CCCCN(C(=O)Nc4ccc(F)cc4)C[C@@H]23)cc1,-1,2.6,-3,1,-4,1,7[16.7 µM]
CC1(c2ccncc2)Nc2ccccc2-c2nc3ccccc3n21 (stereo not given),-61,.,-15,-30,.,-1,-10
C[C@H](CO)N1C[C@H](C)[C@H](CN(C)Cc2ccc(Cl)c(Cl)c2)Oc2ccc(NC(=O)CCN3CCOCC3)cc2C1=O,-6,-1.8,2,-1,-4,4,-7[16.7 µM]
COc1cccc(C(=O)NCCS(=O)(=O)NC(C)CCc2ccccc2)c1 (stereo not given),6,3.8,-3,1,-4,1,.
C[C@H](CO)N1C[C@H](C)[C@H](CN(C)S(=O)(=O)c2ccsc2)OCc2ccccc2-c2c(n(C)c3ccccc23)C1=O,2,1.3,-1,1,6,-1,.
O=C(NCc1cccs1)c1ccc(S(=O)(=O)N2CCOCC2)cc1,0,-2.6,1,2,1,-1,-7
CCN1CCN(C(=O)/C=C/c2c(F)cccc2Cl)CC1,-1,.,6,1,-1,0,.
Nc1ccc(C(=O)N2CCCC2)cc1CS(=O)(=O)c1ccc(Cl)cc1,-4,2.6,0,-10,6,.,5
COCC(=O)N1C[C@@H](C)[C@@H](OC)CN(C)C(=O)c2cc(NC(=O)c3cnccn3)ccc2OC[C@H]1C,-4,0.6,4,-3,-6,-2,.
CN(C)c1nc(N(C)C)n(Cc2c(Cl)cccc2Cl)n1,-1,-0.2,2,-6,-1,3,2
Cc1noc(C)c1NC(=O)N[C@@H]1CC[C@H](CC(=O)Nc2ccccc2)O[C@H]1CO,5,2.2,-3,2,-1,-1,.
CCCNC(=S)N1CC2(C)CN(C(=O)C(=O)OC)CC(C)(C1)C2=O,-4,1.6,?,-2,.,4,.
O=C1C(=O)c2ccccc2C(O)=C1C1CCC(c2ccc(Cl)cc2)CC1 (stereo not given),-4,1.7,-3,-2,-10,4,5
COc1ccc(N(C(C)C(=O)N/N=C/c2ccc(OC(C)C)cc2)S(C)(=O)=O)cc1 (stereo not given),8,1.5,8,10,-3,8,-5
COc1ccc(-c2noc(CNC(=O)CCCN3C(=O)[C@H]4CC=CC[C@H]4C3=O)n2)cc1,1,-0.2,1,0,-5,0,2
O=C(COC(=O)c1cnc(Cl)c(Cl)c1)NCCC1=CCCCC1,-2,-1.3,5,-3,.,1,.
COc1ccccc1N1CCN(C(=O)c2cc(C)oc2C)CC1,2,.,-5,9,3,0,.
CC(C)S(=O)(=O)c1ccc(C(=O)Nc2ccc(F)cc2F)cn1,-3,-0.7,7,4,.,0,.
CC1=CC(C)(C)NC(=S)N1c1cccc2cc(S(=O)(=O)O)ccc12,20*,2.1,-3,12,-1,10,.
O=C(c1cccc(F)c1)N1CC[C@@H]2[C@H]1c1cc(C#Cc3ccc(F)cc3)ccc1N[C@@H]2CO,3,-1.8,2,1,-8,-1,-3[16.7 µM]
CC(C)(C)n1nnnc1C(c1cc2ccccc2o1)N1CCOCC1 (stereo not given),2,-3.4,8,-3,107*,-3,.
COCC(=O)N(C)C[C@H]1Oc2ncc(/C=C/c3ccccc3)cc2C(=O)N([C@H](C)CO)C[C@H]1C,-16,1.4,-2,1,-7,1,-1[16.7 µM]
Cc1noc(C)c1S(=O)(=O)Nc1ccc2c(c1)CC(=O)N([C@H](C)CO)C[C@@H](C)[C@@H](CN(C)S(=O)(=O)c1cn(C)cn1)O2,-5,-2.0,12,-2,?,.,-5[16.7 µM]
CN(CC(=O)Nc1ccc(F)c(F)c1F)C(=O)c1cc(-c2ccncc2)nc2ccccc12,-1,1.0,29*,2,4,1,.
COc1ccc2c3c(n(C)c2c1)[C@@H](CO)N(C(=O)CN(C)C)CC31CCN(Cc2cccnc2)CC1,-1,-0.7,4,-3,7,-10,.
COC(=O)C[C@H]1C[C@H]2c3cc(NC(=O)C4CCC4)ccc3O[C@H]2[C@H](CO)O1,-2&0,4.9&0.9,-6&2,-1&0,-7&-2,-2&2,0
N#Cc1nc(-c2ccco2)oc1N1CCC(C(N)=O)CC1,-9,.,-7,2,.,1,.
CCCCNC(=O)C[C@@H]1C[C@@]2(C(=O)OC)CCCCC=C2N(Cc2cccc3ccccc23)C1=O,2,-2.1,-5,-1,?,4,.
C[C@H]1CN([C@@H](C)CO)C(=O)c2cc(C3=CCCCC3)cnc2O[C@H]1CN(C)C(=O)c1ccccn1,-4,0.3,2,2,-5,-2,-11[16.7 µM]
CN(N=Cc1ccc(N(C)C)cc1)C(=O)c1ccccc1N,.,-2.8,-9,-4,-1,-2,.
CC(C)C(=O)Nc1cc(-c2nc3ncccc3o2)ccc1Cl,.,0.0,2,-2,14,-2,-1
CCN(C(=O)c1c(C)noc1C)c1c(N)n(Cc2ccccc2)c(=O)[nH]c1=O,-3,1.3,0,0,-3,-3,-3
N[C@@H]1CC[C@@H](CCn2cc(C3(O)CCCC3)nn2)O[C@H]1CO,1,-0.5,1,1,-4,-2,.
O=C(NCCc1ccccc1)c1ccc(NCC2CCCO2)c([N+](=O)[O-])c1 (stereo not given),1,-0.5,1,2,-1,-2,.
Cc1ccc(/C=C/C(=O)OCC(=O)NCc2cccs2)o1,1,-1.7,0,9,1,3,-10

# Brought forward from above: 2 entries, then new ones.
SMILES,SIRT5 inh,F508del corr,ERp5 inh,ERAP1 inh,DENV2 CPE rescue,Casp6 inh,miR-122 sensor
O=C(NCCc1ccccc1)c1ccc(NCC2CCCO2)c([N+](=O)[O-])c1 (stereo not given),1,-0.5,1,2,-1,-2,.
Cc1ccc(/C=C/C(=O)OCC(=O)NCc2cccs2)o1,1,-1.7,0,9,1,3,-10
Cc1cc(NC(=O)c2cnn3cccnc23)nn1CC(=O)Nc1cccnc1,0,4.7,-6,3,5,.,.
CC1CCN(Cc2nnnn2CCCC(=O)NCCc2cnn(C)c2)CC1,-4,2.3,-4,0,-2,-1,-7
CN(CCCC(=O)Nc1ccccc1)S(=O)(=O)c1ccc(Cl)cc1,-2,-1.9,2,1,4,0,-3
COCC(=O)Nc1ccc2c(c1)OC[C@H](C)N(C(=O)CC1CC1)C[C@@H](C)[C@@H](OC)CN(C)C2=O,4,0.2,10,5,-3,-3,.
C/C(=N\NC(=O)c1ccc2c(c1)OCO2)c1ccc(NS(C)(=O)=O)cc1,-1,-0.7,-2,.,0,3,6
COc1ccc(C=C2CCC3C(CCCC34OCCO4)C2=O)cc1 (stereo not given),.,-0.9,2,2,3,-1,-2
Oc1ccc(/C=N/n2cc(-c3ccccc3)[nH]c2=S)cc1,2,0.4,-3,5,2,3,.
C[C@@H]1CN([C@H](C)CO)C(=O)Cc2cc(NC(=O)CCN3CCOCC3)ccc2O[C@H]1CN(C)S(=O)(=O)c1cccs1,-1,0.7,-3,-2,7,-5,4[16.7 µM]
O=C(CCc1nc(-c2ccccc2)no1)NCc1ccccc1CN1CCOCC1,2,0.7,4,-2,1,-4,-1
Cc1ccccc1NC(=O)N1CCCC1C(=O)NCc1ccccc1 (stereo not given),3,-2.9,3,1,-2,2,-3
O=C(C[C@H]1C[C@H]2c3cc(NC(=O)NC4CCCC4)ccc3O[C@H]2[C@H](CO)O1)NC1CCCCC1,5,-0.8,-2,-2,?,-1,1[16.7 µM]
O=C(CSC1=NS(=O)(=O)c2cc(F)ccc2N1)Nc1ccccc1,3,-2.3,0,-2,1,4,.
O=C(C[C@H]1C=C[C@H](NC(=O)Cc2cccnc2)[C@H](CO)O1)Nc1ccc(-c2ccccc2)cc1,0,-0.2,-1,-2,-10,1,.
Cc1ccc(NC(=O)Nc2cnccn2)cc1Cl,-3,1.3,-3,-3,6,0,.
Cc1ccc2c(c1C)NC(=O)CC(c1ccccc1O)=N2,-2,-1.2,-4,6,7,0,.
CCn1cc(S(=O)(=O)c2ccccc2)c(=O)c2cc(F)c(N3CCN(C)CC3)cc21,-3,0.8,.,-2,0,3,6
O=C(COC(=O)/C=C/c1cccc(Cl)c1)NC1CC1,0,-2.1,5,2,13,-10,1

# By substructure: those above containing a Cl atom
SMILES,SIRT5 inh,F508del corr,ERp5 inh,ERAP1 inh,DENV2 CPE rescue,Casp6 inh,miR-122 sensor
C[C@H](CO)N1C[C@H](C)[C@H](CN(C)Cc2ccc(Cl)c(Cl)c2)Oc2ccc(NC(=O)CCN3CCOCC3)cc2C1=O,-6,-1.8,2,-1,-4,4,-7[16.7 µM]
CCN1CCN(C(=O)/C=C/c2c(F)cccc2Cl)CC1,-1,.,6,1,-1,0,.
Nc1ccc(C(=O)N2CCCC2)cc1CS(=O)(=O)c1ccc(Cl)cc1,-4,2.6,0,-10,6,.,5
CN(C)c1nc(N(C)C)n(Cc2c(Cl)cccc2Cl)n1,-1,-0.2,2,-6,-1,3,2
O=C1C(=O)c2ccccc2C(O)=C1C1CCC(c2ccc(Cl)cc2)CC1 (stereo not given),-4,1.7,-3,-2,-10,4,5
O=C(COC(=O)c1cnc(Cl)c(Cl)c1)NCCC1=CCCCC1,-2,-1.3,5,-3,.,1,.
CC(C)C(=O)Nc1cc(-c2nc3ncccc3o2)ccc1Cl,.,0.0,2,-2,14,-2,-1
CN(CCCC(=O)Nc1ccccc1)S(=O)(=O)c1ccc(Cl)cc1,-2,-1.9,2,1,4,0,-3
Cc1ccc(NC(=O)Nc2cnccn2)cc1Cl,-3,1.3,-3,-3,6,0,.
O=C(COC(=O)/C=C/c1cccc(Cl)c1)NC1CC1,0,-2.1,5,2,13,-10,1

# Screening data (PubChem BioAssay)
